NALP1 yeast inh = NALP1 inflammasome inhibitors in reconstituted yeast, colorimetric, S. cerevisiae, triplicate retest. S. cerevisiae NALP1/ASC/caspase-1 growth, X-gal OD620, 72 h. inhibition, % at 10 µM. actives 0.61% (n = 280,000); in the data active = inhibition mostly above about 24%, no sharp cut-off; inactive = mostly below about 32%; also: some compounds called inactive have numbers as strong as hits
MEKK2 mut-MEK5 = MEK5 binding signal on mutant MEKK2 PB1, primary screen, biochemical, multiplex bead flow cytometry, Alexa488-MEK5; percent response, % at 10 µM; actives 0.35% (n = 290,000); Alexa488-MEK5 binding to MEKK2 mutant; in the data active = percent response above about 24%, passing the limit was not always enough; also: inactives centre near 1; some results filed as inactive read as strong as hits; reference of the scale not given here
MEKK3 PB1 HTS = modulators of MEKK3-MEK5 PB1 binding, primary screen, biochemical, wildtype MEKK3, multiplex bead flow cytometry, Alexa488-MEK5; Mitogen-activated protein kinase kinase kinase 3 (Homo sapiens), Q99759; bead-based flow cytometry, Alexa488-MEK5 binding to MEKK3; actives lie on both sides; 0 = blocked by unlabeled MEK5, 100 = vehicle; binding response (% of control), % at 10 µM; actives 1.4% (n = 290,000); AID 1529, 2009;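 active = binding response more than 3 SD above or below the average of its plate-row segment, actives on both sides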;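 also: Alexa488 bead fluorescence after subtracting the streptavidin-only scavenger bead signal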
GPR7 antag = GPR7 receptor antagonists, primary screen, cell-based, fluorescence, single concentration | AID 1861, 2009 | GPR7-expressing cells, fluorescence antagonist assay | inhibition, % at 4.4 µM | actives 1.1% (n = 290,000); in the data active = inhibition above about 16%, passing the limit was not always enough;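 also: cells stimulated with the agonist NPW; 0% = agonist with vehicle and 100% = vehicle without agonist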
Target sequence (P48145 whole entry, looked up): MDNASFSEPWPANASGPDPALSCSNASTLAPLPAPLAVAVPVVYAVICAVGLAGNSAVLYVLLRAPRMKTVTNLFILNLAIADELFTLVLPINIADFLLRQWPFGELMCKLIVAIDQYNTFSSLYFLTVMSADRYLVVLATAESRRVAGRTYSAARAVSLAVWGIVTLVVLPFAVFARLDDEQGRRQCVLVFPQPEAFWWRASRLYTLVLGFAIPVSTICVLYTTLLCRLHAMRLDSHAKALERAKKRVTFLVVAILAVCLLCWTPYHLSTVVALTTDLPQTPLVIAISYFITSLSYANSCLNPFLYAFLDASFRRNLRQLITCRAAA
V1R ag counter = agonists of human V1a receptor, primary screen, counter-screen for OXTR agonist project, fluorescence, CHO-V1R cells | Vasopressin V1a receptor (Homo sapiens), P37288 | Fluo-8 calcium fluorescence, agonist mode; 0% DMSO, 100% 3 nM vasopressin | activation, % at 3 µM | actives 0.25% (n = 320,000) | AID 2797, 2010;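 active = activation above the mean activation of all tested compounds plus 3 SD, per screening run, cut at about 20% in these data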;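 also: signal is peak over basal fluorescence ratio across a 100 second FLIPR read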
MEKK2 WT-MEK5 = modulators of MEK5 binding to wildtype MEKK2, primary screen, biochemical, multiplex bead flow cytometry, Alexa488-MEK5; Alexa488-MEK5 binding to MEKK2 WT; actives lie on both sides; binding response (% of control), % at 10 µM; Mitogen-activated protein kinase kinase kinase 2 (Homo sapiens), Q9Y2U5; actives 1.1% (n = 290,000); in the data active = binding response below about 67% or above about 130%
GalR3 antagonist = GalR3 antagonists in HEK293 cells, primary screen, cell-based, fluorescence readout; inhibition, % at 3 µM; AID 651719, 2012; HEK293 GalR3-CNG cAMP membrane potential fluorescence; galR3 body fused to GalR1 C-terminus; actives 0.44% (n = 360,000); Galanin receptor type 3 (Homo sapiens), O60755;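 active = inhibition above the screen-wide average plus 3 SD, cut at about 13% in these data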;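 also: forskolin and galanin both at EC90 stimulate the cells; cAMP rise reported by CNG channel membrane potential dye signal; 0% = forskolin plus galanin with DMSO and 100% = forskolin alone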
Target sequence (O60755 1-299 limits assumed): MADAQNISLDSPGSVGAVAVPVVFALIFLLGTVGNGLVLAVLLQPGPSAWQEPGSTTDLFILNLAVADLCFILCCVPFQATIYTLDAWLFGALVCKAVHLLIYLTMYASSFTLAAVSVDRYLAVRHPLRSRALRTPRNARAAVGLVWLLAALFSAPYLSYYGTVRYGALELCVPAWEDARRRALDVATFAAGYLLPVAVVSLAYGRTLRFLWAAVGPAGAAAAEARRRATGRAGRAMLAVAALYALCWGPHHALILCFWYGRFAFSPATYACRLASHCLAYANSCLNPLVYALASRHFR
PHOSPHO1 block = PubChem AID 1565. recombinant PHOSPHO1, absorbance phosphatase assay. inhibition, % at 13.3 µM. actives 1.1% (n = 290,000); in the data active = inhibition above about 60%
Target sequence (Q8TCT1 whole entry, looked up): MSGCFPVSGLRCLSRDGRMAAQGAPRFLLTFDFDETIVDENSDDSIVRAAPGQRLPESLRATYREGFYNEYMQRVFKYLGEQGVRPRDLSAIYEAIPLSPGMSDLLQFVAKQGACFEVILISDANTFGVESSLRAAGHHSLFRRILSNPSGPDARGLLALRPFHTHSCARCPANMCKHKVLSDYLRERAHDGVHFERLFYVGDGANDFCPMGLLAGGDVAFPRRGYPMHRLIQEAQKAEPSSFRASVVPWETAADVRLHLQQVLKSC
OXTR ag = human OXTR agonists, primary screen, fluorescence, CHO-OTR cells, Fluo-8 calcium. Oxytocin receptor (Homo sapiens), P30559. Fluo-8 calcium fluorescence; normalized: DMSO 0%, oxytocin 100%. activation, % at 3 µM. actives 0.32% (n = 320,000);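 active = activation above the mean of all tested compounds plus 3 SD, cutoff set per screening run, cut at about 20% in these data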;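 also: peak over basal fluorescence ratio from a 100 s FLIPR kinetic read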
* = called active by the depositor; nt = not tested or not shown.

SMILES	NALP1 yeast inh	MEKK2 mut-MEK5	MEKK3 PB1 HTS	GPR7 antag	V1R ag counter	MEKK2 WT-MEK5	GalR3 antagonist	PHOSPHO1 block	OXTR ag
CCCn1nc(NC(=O)CC(C)C)c2cc3cccc(C)c3nc21	13	3	103	-15	-0.4	107	-9	nt	-1.6
CCOc1ccc2c(c1)C(c1ccc(C)cc1)=NNC(c1ccc(C)cc1)=N2	8	3	97	-13	-0.8	107	-1	-26	-1.6
CCC(Sc1nc(N)cc(=O)[nH]1)C(=O)NC(C(=O)OC)c1ccccc1 (configuration not stated)	3	-1	99	-3	1.8	98	7	-11	-0.7
CCOC(=O)c1[nH]c2ccc(OC)cc2c1NC(=S)N1CCN(c2ccc(F)cc2)CC1	27	10	103	-2	-0.2	110	-3	-1	-2.2
CCOC(=O)Cc1csc(NC(=O)CN2CCN(c3ccccc3)CC2)n1	3	3	99	-10	0.1	103	-3	8	-0.1
Nc1nc(COc2ccc(F)cc2Cl)nc(N2CCCCC2)n1	12	-13	94	-11	0.6	89	-4	-35	-2.5
Cc1cccc(C)c1NC(=O)N1CCC(n2cnc3ccccc32)CC1	15	-1	105	-12	0.5	104	-3	41	-1.2
CC(=O)Oc1ccc(N(C(C)=O)S(=O)(=O)c2cccs2)c2ccccc12	0	1	100	7	-0.6	100	-2	19	-1.7
O=C(NCCc1ccccc1F)[C@@H]1CSC2c3ccccc3C(=O)N21 (some centres not stated)	9	8	115	6	1.1	114	-4	4	-0.2
O=C(NCc1ccccn1)C1CCN(Cc2cnn(-c3ccccc3)c2-n2cccc2)CC1	15	3	104	-11	-0.7	110	-4	-6	-1.7
Cc1csc(CCc2nc(C)cs2)n1	8	7	95	-7	0.5	105	-5	5	0.2
CCOc1cc(/C=N/NC(=O)C(=O)Nc2cc(Cl)ccc2C)ccc1O	11	-4	88	-5	-1.0	88	-6	47	-2.0
CC(C)=C1SC(N2CCN(c3cccc(C(F)(F)F)c3)CC2)=NC1=O	7	-4	99	7	1.7	94	-5	-9	1.2
COCCNC(C(=O)Nc1ccc([N+](=O)[O-])cc1Br)c1ccccc1 (configuration not stated)	17	-1	99	-9	-1.0	99	0	3	-2.8
Nc1nc(-c2cccnc2)nc2sc3c(c12)CCCC3	-5	1	99	6	-0.8	98	-3	15	-1.7
COc1ccc(N2CCN(CC(O)COc3ccc4c(c3)CCC4)CC2)cc1 (configuration not stated)	30	5	105	-10	7.0	122	-5	9	2.9
COc1ccc(S(=O)(=O)N2CCOC2CNC(=O)C(=O)NCc2ccc3c(c2)OCO3)cc1OC (configuration not stated)	20	-9	89	-5	0.1	91	4	15	-0.8
N=C1C(=O)OCC1c1ccccc1NC(=O)c1ccccc1 (configuration not stated)	15	2	107	-10	0.7	105	2	5	-1.6
O=C(COC(=O)C1CC1)Nc1ccc2c(c1)OCO2	1	-5	102	-15	0.8	98	7	44	0.5
CCOC(=O)c1[nH]c(C)c(C(=O)NCc2ccc(C)cc2)c1C	18	3	104	-6	-0.1	103	3	-12	0.3
Cc1cc(N2CCOCC2)ccc1/C=C\[N+](=O)[O-]	75	-3	97	21	9.6	95	-4	-8	6.1
O=C(c1cccc([N+](=O)[O-])c1)N1CCN(c2ccccn2)CC1	29	1	102	-5	1.0	102	-2	-11	-1.0
COc1ccc(N(CC(=O)NN=C2CCCC2)S(=O)(=O)c2ccccc2)cc1Cl	19	0	113	-6	1.5	106	4	-17	0.0
O=C(O)c1ccc(Oc2c(C(F)(F)F)oc3cc(O)ccc3c2=O)cc1	12	-5	108	-14	0.5	101	2	-12	1.5
Cc1cccc(-c2nc(C#N)c(N3CCCCC3)o2)c1	21	5	104	-2	-0.9	102	-10	nt	-2.4
CC(=O)c1cn(CCOc2ccccc2C)c2ccccc12	8	1	99	26	9.8	98	4	29	7.2
C(=C\c1ccccc1)/CN1CCN(Cc2ccc3c(c2)OCCO3)CC1	10	8	105	-6	nt	112	nt	14	nt
COc1cc(OC)cc(C(=O)N[C@H](C(=O)Nc2nnc(C3CC3)s2)C(C)C)c1	-3	1	103	2	-0.5	101	-4	24	-2.5
O=C(CNC1CCCCCC1)Nc1ccccc1N1CCCCC1	11	4	101	1	-1.6	107	-2	49	2.7
CCCn1c(SCC(=O)Nc2c(CC)cccc2CC)nnc1C(C)C	2	4	103	-6	-0.3	104	-4	-3	0.1
Cc1ccc(NC(=O)CSc2nnc(-c3ccncc3)o2)cc1C	-4	4	107	-17	0.4	108	6	50	0.6
O=C(NNc1nc2cc3c(cc2s1)OCCO3)c1ccc(F)cc1	-19	1	105	-9	-0.2	111	-3	27	1.9
COc1cc(/C=N/N2CCN(c3ccccc3OC)CC2)ccc1O	17	3	103	4	-0.2	102	-6	14	-0.5
CC1CC(C)(C)OC(C[N+]2(C)CCCCC2)O1 (configuration not stated)	-5	4	104	-9	0.3	103	-6	-18	-0.2
O=C(O)c1ccc(NCc2cccnc2)cc1	17	nt	nt	-18	0.5	nt	-1	6	-0.3
O=C(Nc1nccs1)c1ccc(S(=O)(=O)N2CCCCC2)cc1	nt	12	104	-6	2.5	106	0	26	1.7

Random excerpt: 5 compounds from above, in no set order.
SMILES	NALP1 yeast inh	MEKK2 mut-MEK5	MEKK3 PB1 HTS	GPR7 antag	V1R ag counter	MEKK2 WT-MEK5	GalR3 antagonist	PHOSPHO1 block	OXTR ag
CC1CC(C)(C)OC(C[N+]2(C)CCCCC2)O1 (configuration not stated)	-5	4	104	-9	0.3	103	-6	-18	-0.2
Cc1ccc(NC(=O)CSc2nnc(-c3ccncc3)o2)cc1C	-4	4	107	-17	0.4	108	6	50	0.6
COc1cc(/C=N/N2CCN(c3ccccc3OC)CC2)ccc1O	17	3	103	4	-0.2	102	-6	14	-0.5
O=C(Nc1nccs1)c1ccc(S(=O)(=O)N2CCCCC2)cc1	nt	12	104	-6	2.5	106	0	26	1.7
CC(=O)c1cn(CCOc2ccccc2C)c2ccccc12	8	1	99	26	9.8	98	4	29	7.2

The list goes on:
SMILES	NALP1 yeast inh	MEKK2 mut-MEK5	MEKK3 PB1 HTS	GPR7 antag	V1R ag counter	MEKK2 WT-MEK5	GalR3 antagonist	PHOSPHO1 block	OXTR ag
CCCc1nnc2n1N=C(c1ccc(OC)c(OC)c1)CS2	9	1	100	-3	-0.9	97	9	-11	-1.6
COCCNC(=O)CNC(=O)c1nn(-c2ccc(OC)c(Cl)c2)c(=O)c2ccccc12	-6	10	143*	-14	1.1	135*	-2	-18	-0.1
COc1ccc(S(=O)(=O)N2CCCCCC2)cc1C(=O)OCc1c(C)noc1C	-8	6	106	11	-0.2	108	-5	-14	-0.6
COC(=O)c1ccc(NC(=O)CSc2nncn2C)cc1	1	-3	93	0	0.4	95	0	5	0.1
C[n+]1ccc(C(=O)N/N=C/c2ccco2)cc1	28	-1	105	-2	0.2	100	-4	1	0.0
CCn1c(/C=C/c2ccc(F)cc2)nc2ccccc2c1=O	8	3	112	-5	-0.4	109	-2	34	-2.1
Cc1cccc(C2c3[nH]c4ccccc4c3CCN2C(=O)Cc2nc(-c3ccccc3)n[nH]2)n1 (configuration not stated)	2	3	100	8	1.9	97	-8	35	0.5
O=C(CN1CCCC1)Nc1c(Cl)cccc1Cl	9	7	106	5	-0.2	110	-5	nt	0.0
CC(C)c1nnc(NC(=O)COc2ccccc2[N+](=O)[O-])s1	3	11	99	-14	0.0	100	-7	1	1.1
CCC(C)NS(=O)(=O)c1ccc(OCC(=O)NCc2ccc3c(c2)OCO3)cc1 (configuration not stated)	3	4	101	-2	0.2	105	-4	12	4.0
Cc1ccc(CN2C(=O)NC(Cc3c[nH]c4ccccc34)C2=O)cc1 (configuration not stated)	0	-5	100	0	1.7	91	-8	8	1.0
COCCn1c(SCC(=O)N2CCCC2)nnc1C(C)C	4	2	100	-4	-0.1	107	-3	-2	0.1
COc1ccc(CCNC(=O)c2cnc3scc(C)n3c2=O)cc1OC	37	7	110	-18	4.5	107	7	10	3.6
CCc1ccc(/C=N/NC(=O)c2cc(C)on2)s1	25	-1	80	-5	0.2	95	1	11	-0.8
O=C(NCC1CCOCC1)c1cc(COc2ccc(F)cc2F)on1	21	0	102	-7	0.1	100	-6	14	-0.7
Cc1cc(OCC(=O)NCC2CCC(C(=O)O)CC2)c2c(C)c(Cc3ccccc3)c(=O)oc2c1 (configuration not stated)	18	0	100	6	0.5	100	4	29	-0.2
COc1ccc(CCN2CC(C(=O)N3CCCCCC3)CCC2=O)cc1 (configuration not stated)	15	7	108	-16	0.9	111	-4	4	0.0
Cc1ccc(NS(=O)(=O)c2ccc(Cl)c(NC(=S)NC(=O)C3CCCCC3)c2)cc1Cl	32	0	111	-37	-0.3	117	2	-5	-0.5
CCNC(=S)NNC(=O)c1cccc(Br)c1	-3	3	114	5	0.7	101	-1	-135	-0.5
CCc1ccccc1NC(=O)CN(C)C(=O)CSc1nnc(Nc2ccc(C)cc2)s1	16	-4	102	-7	0.4	105	-1	-32	-2.5
CCc1sc(C(=O)NC)cc1Br	19	5	109	8	0.2	107	-3	-3	0.1
CC(C)CNc1nc(Oc2ccc(=O)[nH]n2)nc(N2CCOCC2)n1	13	8	102	-1	-0.1	98	-4	13	0.1
NC(=O)c1cc(S(=O)(=O)NCc2cccc(Br)c2)cs1	12	7	101	3	0.5	106	-7	23	-0.3
CCOc1ccc(N2CC(C(=O)Nc3ccccn3)CC2=O)cc1 (configuration not stated)	-13	-7	102	-7	-0.8	87	-3	25	-0.4
CCCOC(=O)C1NC(=O)N2C(C(=O)OCCC)C(C)(C)S[C@H]12 (some centres not stated)	nt	-5	95	nt	1.8	94	-2	nt	0.4
COc1ccc(NC(=O)NCCc2cccc(Cl)c2)cc1OC	1	2	101	-13	0.4	100	-4	41	-1.5
Cc1c(NC(=O)C(C)OC(=O)C(NC(=O)c2ccco2)C(C)C)c(=O)n(-c2ccccc2)n1C (configuration not stated)	28	-3	97	-15	0.3	100	-2	-14	0.8
COc1cc(/C(C)=N/N2CCN(Cc3ccc(C)cc3)CC2)ccc1O	6	4	103	-1	1.2	111	5	-2	-0.5
COc1ccccc1N1C(=O)C2C(C(=O)c3ccccc3)=NN(c3ccc(C)cc3)C2C1=O (configuration not stated)	23	6	102	1	9.4	94	-3	18	6.3
c1ccc2c(c1)[nH]c1ccccc12	nt	1	104	nt	-0.9	105	-5	nt	-1.6
O=C(NCCCn1ccnc1)c1nc(Cn2cc(Br)cn2)no1	-13	6	106	-25	0.2	108	-9	37	1.0
Cc1ccc(S(=O)(=O)N2CCCOC2CNC(=O)C(=O)NC2CCCC2)cc1 (configuration not stated)	8	1	98	10	1.2	98	0	33	-0.8
O=C1NCC(O)=C1C=Nc1ccccc1O	-14	-14	95	-9	1.5	97	-5	27	-0.1
CCOC(=O)CSc1nc2sc3c(c2c(=O)n1-c1ccc(OCC)cc1)CCN(C)C3	-35	6	109	8	0.7	112	-7	16	-0.2
COc1cc(OC)cc(C(=O)NC(=S)NNC(=O)c2cnccn2)c1	9	7	100	-7	-0.4	99	-4	10	-0.8

Screening data from PubChem.
